From PubChem
Vif-APOBEC3G blk: inhibitors of Vif-APOBEC3G interaction; Q9HC16; HeLa A3G-eYFP + Vif (tagged APOBEC3G with the HIV-1 protein that degrades it), YFP fluorescence, overnight; Potency, µM (doses to about 46.1 µM), inactives show at the highest dose activity, negative = active, hits mostly inhibitors; hit rate 0.076% among 410,000; AID 602310;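 also: % is scaled to controls: 0 for no effect and ±100 for the full control effect; nearly all actives have a fitted effect of over 60% in size; hits raise eYFP signal because A3G escapes Vif-driven loss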
Target sequence (Q9HC16 whole entry, looked up): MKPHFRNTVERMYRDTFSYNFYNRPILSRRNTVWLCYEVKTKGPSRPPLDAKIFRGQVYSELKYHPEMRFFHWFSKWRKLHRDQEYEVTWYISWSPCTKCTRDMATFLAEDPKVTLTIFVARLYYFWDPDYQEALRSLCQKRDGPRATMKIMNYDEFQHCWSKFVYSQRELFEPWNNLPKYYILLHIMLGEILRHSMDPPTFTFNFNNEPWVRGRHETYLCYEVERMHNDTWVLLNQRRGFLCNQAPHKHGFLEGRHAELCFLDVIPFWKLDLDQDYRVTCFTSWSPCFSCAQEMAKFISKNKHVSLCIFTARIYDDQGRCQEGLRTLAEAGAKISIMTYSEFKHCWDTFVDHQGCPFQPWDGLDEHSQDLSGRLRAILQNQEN
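HeLa cells stably expressing Vif and C-terminally eYFP-tagged A3G, seeded overnight at 37 deg C, then exposed to compound by pintool overnight at 37 deg C. Rise in yellow fluorescence (Ex 488/Em 500-530, Acumen) marks blocked Vif-driven A3G degradation.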
IDH1 R132H inh: inhibitors of human mutant IDH1 R132H | IDH1-R132H enzyme, NADPH consumption, diaphorase/resazurin fluorescence | hit rate 0.093% among 390,000 | O75874 | Potency, µM (series often up to 76.6 µM), for the others: top-dose activity change, negative = inhibition, actives largely listed as inhibitors; also: % is scaled to controls: 0 for no effect and ±100 for the full control effect; nearly all actives have a fitted effect of over 65% in size
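IDH1-R132H (0.5 ug/mL dispensed) in pH 7.5 Tris buffer was preincubated 30 min with compound, then given a substrate mix of 0.016 mM NADPH and 2 mM alpha-KG for 80 min at room temperature; remaining NADPH was read by diaphorase/resazurin fluorescence.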
Vif-APOBEC3F blk: Vif-A3F binding inhibition. HeLa A3F-eYFP + Vif (tagged APOBEC3F with the HIV-1 protein that degrades it), YFP fluorescence increase. Potency, µM (series often up to 46.1 µM), inactives show at the top dose activity, negative = active. hit rate 0.2% among 390,000; also: % of control where 0% means no effect; nearly all actives have a fitted effect of over 65% in size
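Fluorescence increase (Ex 488/Em 500-530) after overnight compound treatment at 37 deg C flags inhibition of Vif-driven A3F-eYFP loss in stable HeLa A3F-eYFP/Vif cells seeded overnight beforehand.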
RXFP1 ag: activates the human relaxin receptor RXFP1. Potency, µM (titrated, usually from 57.5 µM), inactives show at the highest dose activation, usual class: activators. hit rate 0.3% among 370,000. HEK293T-RXFP1 cAMP TR-FRET, 30 min; response scale: percent of porcine relaxin response, buffer zero. AID 2676; also: % is scaled to controls: 0 for no effect and ±100 for the full control effect; nearly all actives have a fitted effect of over 60% in size; many of its hits are not listed in these tables
Target sequence (Q9HBX9 whole entry, looked up): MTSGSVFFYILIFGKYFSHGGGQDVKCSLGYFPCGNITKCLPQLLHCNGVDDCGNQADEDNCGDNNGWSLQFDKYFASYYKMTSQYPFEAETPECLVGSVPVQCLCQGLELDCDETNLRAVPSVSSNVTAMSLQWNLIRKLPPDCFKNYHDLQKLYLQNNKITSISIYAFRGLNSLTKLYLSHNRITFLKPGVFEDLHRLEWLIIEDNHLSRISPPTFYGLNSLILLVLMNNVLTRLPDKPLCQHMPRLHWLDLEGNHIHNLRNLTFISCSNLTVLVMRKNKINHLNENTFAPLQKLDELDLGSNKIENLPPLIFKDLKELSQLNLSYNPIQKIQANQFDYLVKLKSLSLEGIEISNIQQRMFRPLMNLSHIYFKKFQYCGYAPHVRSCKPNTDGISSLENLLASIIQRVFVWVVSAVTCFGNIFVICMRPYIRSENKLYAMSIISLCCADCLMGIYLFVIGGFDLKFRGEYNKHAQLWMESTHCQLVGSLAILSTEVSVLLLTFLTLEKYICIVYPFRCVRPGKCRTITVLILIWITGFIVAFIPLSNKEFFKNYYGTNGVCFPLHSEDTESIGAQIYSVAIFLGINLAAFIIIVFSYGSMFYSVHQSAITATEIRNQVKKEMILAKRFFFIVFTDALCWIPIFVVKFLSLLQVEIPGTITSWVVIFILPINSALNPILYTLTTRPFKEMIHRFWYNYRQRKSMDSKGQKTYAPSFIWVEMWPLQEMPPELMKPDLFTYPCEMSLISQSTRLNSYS
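HEK293T cells stably expressing RXFP1 were pretreated with the PDE4 inhibitor Ro 20174, exposed to compounds for 30 min at 37C, lysed, and cAMP was read by TR-FRET. Data normalized to buffer (basal) and 29 nM porcine relaxin (100%).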
USP1 inh: blocks the human USP1/UAF1 deubiquitinase complex; O94782; recombinant USP1/UAF1, Ub-Rhodamine cleavage fluorescence; Potency, µM (doses to about 57.1 µM), for inactives: at the highest dose activity change, negative = inhibition, actives largely listed as inhibitors; hit rate 0.23% among 390,000; AID 743255; also: % is scaled to controls: 0 for no effect and ±100 for the full control effect; nearly all actives have a fitted effect of over 60% in size; inactives centre near -12
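USP1/UAF1 complex at 1 nM was preincubated with compound for 15 min at room temperature, then Ub-Rho substrate (150nM final) was added. Fluorescence (480/540 nm) was read kinetically, 6 reads every 60 seconds.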
RGS4 inhibitor: blocks human RGS4-accelerated GTP hydrolysis; P49798; Transcreener GDP fluorescence polarization, RGS4-accelerated GTP hydrolysis; Potency, µM (series often up to 114 µM), for inactives: top-dose activity change, negative = inhibition, actives largely listed as inhibitors; hit rate 0.039% among 390,000; AID 504845; also: % is scaled to controls: 0 for no effect and ±100 for the full control effect; nearly all actives have a fitted effect of over 75% in size; some results filed as inactive show a strong effect at the top dose
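MLSMR compounds (23 nl, pin-transferred) preincubated 10 min at room temperature with a 500nM (2x) first reagent, then RGS4 at 900nM (2x) plus Transcreener GDP mix added; fluorescence polarization (620/688 nm) read before and after 90 min at 30 °C.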
TrxR1 substrate: rat thioredoxin reductase 1 substrate activity; purified TrxR1 substrate turnover, NADPH consumption readout; Potency, µM (highest dose often 114 µM), for the others: at the highest dose activity change, negative = substrate turnover; hit rate 0.01% among 390,000; AID 588456; also: % is scaled to controls: 0 for no effect and ±100 for the full control effect; nearly all actives have a fitted effect of over 50% in size
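Rat TrxR1, dispensed at 90 nM, was prereduced with 400 uM NADPH (final) for 5 min at ~22 deg C, then incubated with compound 15 min before 400 uM selenite. A first-read NADPH fluorescence drop versus no-compound background flagged substrates.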
rTrxR1 inhibitor: blocks rat thioredoxin reductase 1; O89049; recombinant rTrxR1, NADPH fluorescence consumption, selenite substrate; Potency, µM (highest dose often 114 µM), for inactives: at the highest dose activity change, negative = inhibition, actives largely listed as inhibitors; hit rate 1% among 390,000; AID 588453; also: % is scaled to controls: 0 for no effect and ±100 for the full control effect; nearly all actives have a fitted effect of over 65% in size
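Rat TrxR1 (90 nM in the dispensed reagent) was pre-reduced with 400 uM NADPH for 5 min at room temperature, then incubated with compound for 15 min. After 400 uM selenite was added, NADPH fluorescence (Ex 340/Em 450 nm) was followed for 8 min.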
12-LOX inh: inhibitors of human 12S-lipoxygenase ALOX12 | P18054 | purified 12hLO, xylenol orange hydroperoxide absorbance | Potency, µM (highest dose often 108 µM), inactives show top-dose activity change, negative = inhibition, usual class: inhibitors | hit rate 1.1% among 580,000 | AID 1671190; also: % is scaled to controls: 0 for no effect and ±100 for the full control effect
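Purified human 12hLO at 150 nM in 25 mM Hepes, 0.01% Triton X-100, pH 7.0, preincubated 15 min at room temperature with compound. Reaction started with 40 uM arachidonic acid, 30 min at room temperature. Hydroperoxide measured by Fe-xylenol orange, 573/405 nm absorbance ratio.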
Starred values were filed as active, the others as inactive; i = inactive; ? = inconclusive; . = no result given; & = joins results of further samples; [ ] = remark or other dose. Calls follow the shape of the dose curve; as a rule, active = well fitted curve in the direction sought with a large enough effect; inconclusive = small, poorly fitted or top-dose-only effect, or another doubt; inactive = no such curve, though single readings can be large; an effect the other way counts as inactive or inconclusive. Potency is read from the fitted curve at half-maximal effect.

SMILES | Vif-APOBEC3G blk | IDH1 R132H inh | Vif-APOBEC3F blk | RXFP1 ag | USP1 inh | RGS4 inhibitor | TrxR1 substrate | rTrxR1 inhibitor | 12-LOX inh
Cc1c(/C=N/NC(=O)c2ccc3c(c2)OCO3)cnn1C | -6% | 7% | 0% | 2.0% | -7% | 24% | -7% | -7% | -7%
Cc1ccnc(NC(=O)CCCOc2ccccc2)c1 | 3% | 6% | -2% | 0.5% | -24% | 9% | 1% | 10% | -5%
N=C1/C(=C\c2ccc(OC(=O)c3ccco3)cc2)C(=O)N=C2SC(N3CCCCC3)=NN12 | -3% | -29% | -11% | 2.2% | -4% | ? | -3%[57.1 µM] | -11%[57.1 µM] | 5%
Cc1ccc(-c2nnc(SC(C)C(=O)NCC3CCCO3)nc2-c2ccc(C)cc2)cc1 (configuration not stated) | -7% | -1% | -6% | -1.5% | -3% | 1% | -14% | -8% | ?
CC(=O)OCC(NC(=O)C(COCc1ccccc1)NC(=O)OC(C)(C)C)C1OC(n2cc(C)c(=O)[nH]c2=O)C(OC(C)=O)C1OC(C)=O (configuration not stated) | 1% | . | . | . | . | -20% | 1% | -4% | .
CC(C)(C)NC(=O)C(=O)NN=C1CCCCCCCCCCC1 | -1% | -2% | -4% | -0.8% | -2% | 2% | -5% | -20% | 11%
CNc1nnc(-c2ccc(C)cc2)c2ccccc12 | -3% | 0% | -2% | 3.6% | -4% | 5% | -7%[57.1 µM] | -5%[57.1 µM] | 6%
Cc1cc(NC(=O)COC(=O)C2CSC3(C)CCC(=O)N23)ccc1Br (configuration not stated) | -1% | 1% | 1% | . | -19% | -10% | 3% | 11% | 0%
Cc1ccc(S(=O)(=O)NCCSc2nnnn2C)cc1 | -1% | 8% | -1% | -0.7% | -4% | -20% | -4% | 2% | 0%
N#CCc1nc2ccc(S(=O)(=O)N3CCOCC3)cc2s1 | ? | 4% | ? | 1.1% | -2% | -52% | 4% | 9% | -1%

2 compounds picked at random from the list so far, as already listed:
SMILES | Vif-APOBEC3G blk | IDH1 R132H inh | Vif-APOBEC3F blk | RXFP1 ag | USP1 inh | RGS4 inhibitor | TrxR1 substrate | rTrxR1 inhibitor | 12-LOX inh
CC(=O)OCC(NC(=O)C(COCc1ccccc1)NC(=O)OC(C)(C)C)C1OC(n2cc(C)c(=O)[nH]c2=O)C(OC(C)=O)C1OC(C)=O (configuration not stated) | 1% | . | . | . | . | -20% | 1% | -4% | .
Cc1ccc(S(=O)(=O)NCCSc2nnnn2C)cc1 | -1% | 8% | -1% | -0.7% | -4% | -20% | -4% | 2% | 0%

Next records:
SMILES | Vif-APOBEC3G blk | IDH1 R132H inh | Vif-APOBEC3F blk | RXFP1 ag | USP1 inh | RGS4 inhibitor | TrxR1 substrate | rTrxR1 inhibitor | 12-LOX inh
Cc1cc(C)c(S(=O)(=O)N2CCN(c3ccc([N+](=O)[O-])c(-n4nc(C)cc4C)c3)CC2)c(C)c1 | 4% | 9% | 11% | -1.5% | -20% | -14% | 0% | 18% | -32%
CCC(C)NC(=O)CSc1nnc(-c2ccncc2)n1-c1ccc(OC)cc1 (configuration not stated) | -6% | 8% | 3% | 1.9% | 4% | 3% | 3% | 2% | 0%
COc1c(C)cc(C(=O)C2CCCN(Cc3ccc(Oc4ncccn4)cc3)C2)cc1C (configuration not stated) | 0% | 3% | -2% | 1.3% | -20% | -8% | -7% | -8% | -7%
Cc1cccc(Oc2nccc(C(F)(F)F)c2C(=O)Nc2ccc(F)cc2F)c1 | -1% | 0% | -2% | 0.3% | -22% | -1% | 8% | 24% | 494%[activator]
O=C(CSc1nncn2c1cc1occc12)Nc1ccccc1C(F)(F)F | 2% | 8% | -17% | ? | ? | -5% | -6% | -16% | -20%
CCOc1ccc(N=C2NC(=O)CS2)cc1 | 1% | 5% | -8% | -1.7% | -2% | 19% | 2% | 26% | 13%
Cc1ccc(S(=O)(=O)/N=C2\C=C(Nc3cccc(C(=O)O)c3)C(=O)c3ccccc32)cc1 | -4% | 18% | 3% | -3.0% | 14µM* | -8% | -4% | -6% | -17%
Cc1csc(NC(=O)CSc2nnc(C)n2Cc2ccco2)n1 | 3% | 9% | 3% | 0.6% | -5% | -1% | -4% | -14% | 0%
CCN(C[C@H]1N[C@@](CC)(C(=O)OC)[C@H]2C(=O)N(C)C(=O)[C@@H]12)S(=O)(=O)c1ccc(C)cc1 | -3% | -16% | 1% | . | -18% | -10% | 31%[activator] | 41%[activator] | 5%
CCC1CN(C(=O)N2CCC(C(=O)NCCc3cc(OC)ccc3OC)CC2)c2ccccc2O1 (configuration not stated) | 3% | -1% | 1% | -0.5% | -26% | 2% | 12%[11.4 µM] | 23% | -12%
COc1ccc(-c2csc(N(CC3CCCO3)C(=O)c3cccs3)n2)cc1 (configuration not stated) | -1% | 4% | -1% | 2.2% | ? | ? | -1% | -5% | ?
Cc1ccc(N2CC(C(=O)N3CCC(c4nc5ccccc5[nH]4)CC3)CC2=O)cc1C (configuration not stated) | 0% | -1% | 2% | 2.7% | -3% | -27% | -4% | -7% | 12%
COC(=O)c1ccc(C(=O)OC)c(NC(=O)c2cnc3n(c2=O)CCS3)c1 | 2% | 2% | 5% | -1.0% | 0% | -21% | 29% | 8% | 10%
CCC1CCCCN1C(=O)c1cc(COc2ccc(-n3cncn3)cc2)on1 (configuration not stated) | 3% | -1% | -1% | 0.1% | -14% | -1% | 2% | 5% | 0%
CC1CN(C(=O)CCC(=O)NCc2ccccn2)c2ccccc2O1 (configuration not stated) | 0% | 0% | -4% | 4.1% | -16% | 6% | 9%[57.1 µM] | 29%[57.1 µM] | 15%
CCOC(=O)c1noc2ncnc(Nc3ccc(F)cc3F)c12 | 0% | 15% | 7% | 0.4% | -1% | 8% | -3%[57.1 µM] | 8%[57.1 µM] | -23%
CN1CCc2cccc3c2[C@@H]1Cc1ccc(O)c(O)c1-3 | -4% | 6% | -1% | -0.5% | -10% | -41% | 11% | 14µM* | .
O=S(=O)(Nc1cccc(-c2ccc(N3CCOCC3)nn2)c1)c1cc(C(F)(F)F)ccc1Cl | 2% | 1% | 2% | 1.0% | -25% | 7% | -2%[57.1 µM] | 21%[57.1 µM] | -27%&0%
COc1cccc(C(=O)NN=C2CCCC2)c1 | -20% | 15% | -9% | 1.2% | -10% | 31% | 1% | 8% | i
COCCCNC(=O)C1CCCCN1S(=O)(=O)c1ccc(F)cc1 (configuration not stated) | 0% | 0% | -10% | -1.1% | -1% | 17% | -2% | 0% | -28%
O=C(Cc1c(F)cccc1Cl)OCC(=O)N1CCN(c2ccccc2)CC1 | 6% | 1% | 10% | . | -14% | 23% | -5% | 9% | 194%[activator]
COc1ccc(C(=O)Oc2cccc(Nc3ncnc4ccccc34)c2)cc1OC | -8% | 4% | 1% | 7.2% | -16% | -1% | 27% | 11% | -9%
CCCCC1=CC2=CC(=O)C(C)(OC(=O)CC)C(=O)C2=CO1 (configuration not stated) | 0% | -8% | 0% | . | ? | -45% | 4%[57.1 µM] | -3%[57.1 µM] | 35µM*
Nc1c(C(=O)N/N=C/c2ccc(Cl)cc2)cnn1-c1ccccc1 | -2% | 3% | 3% | 1.0% | -9% | 2% | -7%[57.1 µM] | -1%[57.1 µM] | -19%
CCOC(=O)c1c(C)[nH]c(C(=O)OCCOc2ccc(Cl)cc2)c1C | -12% | -2% | 2% | -0.4% | -8% | 5% | 5% | 18% | 2%
O=C(O)/C=C/C(=O)Nc1ccc(Cl)cc1C(=O)c1ccccc1 | -13% | -2% | 2% | 0.8% | -9% | -14% | 1%[57.1 µM] | -41% | 0%
Cc1ccc(CNC(=O)C2CCCN(S(=O)(=O)c3cn(C)cn3)C2)cc1 (configuration not stated) | 4% | -13% | -19% | 1.4% | -23% | 3% | 2%[57.1 µM] | 14%[57.1 µM] | -12%
NS(=O)(=O)c1ccc(N2N=C(c3ccccc3)CC2c2ccc(F)cc2)cc1 (configuration not stated) | -5% | -25% | 4% | 16% | -23% | -6% | 931%[activator] | ? | -22%
N#Cc1ccccc1S(=O)(=O)N1CCN(S(=O)(=O)c2ccc(Br)c(C(=O)O)c2)CC1 | -9% | -9% | -9% | 0.2% | -23% | -7%[56.9 µM] | 7% | 19% | -3%
CCOC(=O)C1CCN(C(=O)c2cn(C)c(=O)c3cc(OC)c(OC)cc23)CC1 | -2% | 3% | 2% | 2.2% | -15% | 0% | 6%[57.1 µM] | 4%[57.1 µM] | 0%
Cc1cccnc1NC(=O)C1c2ccccc2Oc2ccccc21 | -7% | -2% | 0% | 1.3% | -5% | -1% | -7% | -1% | -8%
Cc1cccc(OCCC(=O)Nc2ccccc2C(N)=O)c1 | 2% | 10% | 4% | 4.9% | -9% | -21% | 2% | -1% | -20%
Cc1onc(-c2ccccc2Cl)c1C(=O)OCC(=O)c1ccccc1 | 1% | 5% | -1% | -0.7% | -16% | -19% | 9% | 17% | 3%
CC(OC(=O)CSc1ccc([N+](=O)[O-])cc1)C(=O)NCc1ccccc1 (configuration not stated) | -2% | 10% | ? | -0.2% | -14% | ? | 0%[57.1 µM] | 0%[57.1 µM] | .
Cn1ccc(C(=O)Nc2cccnc2Cl)n1 | -3% | -6% | -5% | 1.0% | -25% | 9% | 6% | 22% | 390%[activator]

This is a subset; rates above refer to the full screens.
